Screening results as filed in PubChem.
GLP1R inv ag = acts as inverse agonist at human GLP-1 receptor | Potency, µM (top dose mostly 38.3 µM), for the others: at the top dose activity change, negative = inhibition, most hits filed as inhibitors | 410,000 tested, 1.6% active | HEK293 GLP-1R CRE-luciferase, luminescence, 24 h; GLP-1R form is constitutively active | P43220; further: potency means the concentration at half of the fitted maximal effect; on the % scale 0 is the no-effect control and ±100 the full control effect; nearly all actives have a fitted effect of over 55% in size
Target sequence (P43220 whole entry, looked up): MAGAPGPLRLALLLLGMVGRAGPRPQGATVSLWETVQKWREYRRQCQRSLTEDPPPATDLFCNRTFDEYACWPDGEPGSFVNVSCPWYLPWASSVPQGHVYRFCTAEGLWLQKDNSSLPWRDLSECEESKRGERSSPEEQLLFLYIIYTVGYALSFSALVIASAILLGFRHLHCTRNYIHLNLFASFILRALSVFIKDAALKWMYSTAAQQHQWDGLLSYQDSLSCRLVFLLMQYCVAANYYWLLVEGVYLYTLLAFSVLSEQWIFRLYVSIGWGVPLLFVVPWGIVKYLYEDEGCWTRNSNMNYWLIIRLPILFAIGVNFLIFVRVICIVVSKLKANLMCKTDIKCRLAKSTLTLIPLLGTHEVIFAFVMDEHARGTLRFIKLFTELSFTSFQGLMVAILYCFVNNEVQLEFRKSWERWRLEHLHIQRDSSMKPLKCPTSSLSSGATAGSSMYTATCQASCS
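Luminescence readout: a drop in cAMP-driven luciferase signal flags inverse agonism at a constitutively active GLP-1R stably expressed in HEK293. Compound exposure lasted 24 hr at 37 deg C, 5% CO2.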
pAkt inh = Akt phosphorylation inhibition. 360,000 tested, 0.32% active. Neuro2A IGF-stimulated pAkt S473 HTRF, 20 min; stronger effect = lower value. AID 651550. activity change, % for hits at 50 µM; in the data active means activity change below about -80%; inconclusive means mostly about -51% to -80%; further: on the % scale 0 is the no-effect control and ±100 the full control effect
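Neuro2A cells in DMEM with 0.5% FBS, overnight at 37 deg C, given compound at single 50 µM final, then IGF (6 nM final) for 20 min at 37 deg C. Lysed; phospho-Akt Ser473 by HTRF after 24 h, 665/615 ratio.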
TDP-43 yeast inh = inhibitors of TDP-43 toxicity in yeast; TDP-43 expressing yeast growth rescue, BacTiter-Glo, 24 h; Potency, µM (doses to about 46.1 µM), for the others: at the highest dose growth rescue (activation), most hits filed as activators; 410,000 tested, 1.8% active; AID 652104; further: potency means the concentration at half of the fitted maximal effect; % of control where 0% means no effect; nearly all actives have a fitted effect of over 50% in size
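Growth rescue of TDP-43-toxic yeast measured as ATP luminescence (BacTiter-Glo). Cells grown to mid-log in raffinose, induced in galactose at OD600=0.02, exposed to compound 24 hr at 30 deg C.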
GLP1R ag = agonists of human GLP-1 receptor. 380,000 tested, 0.007% active. HEK293 GLP-1R CRE-luciferase, luminescence, 4-6 h; cells express a hypersensitive GLP-1R form. Potency, µM (top dose mostly 45.6 µM), inactives show top-dose activation, most hits filed as activators; further: potency means the concentration at half of the fitted maximal effect; % of control where 0% means no effect
FUS yeast rescue = rescues growth of FUS-expressing yeast; S. cerevisiae FUS-expressing, growth rescue, OD600, 24 h; Potency, µM (top dose mostly 76.6 µM), without a hit: at the top dose growth rescue (activation), most hits filed as activators; 390,000 tested, 0.24% active;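 further: potency means the concentration at half of the fitted maximal effect; plate controls were DMSO vehicle for no effect and reference control for full effect; nearly all actives have a fitted effect of over 55% in size; some results filed as inactive show a strong effect at the top dose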
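Yeast expressing FUS under galactose induction, OD 0.005 in 2% galactose medium; compounds in a dilution series, 24 h at 30C. Growth rescue by absorbance at 600 nm; CP55940 positive control, DMSO negative.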
Abeta yeast res = A-beta toxicity reversal in yeast. 410,000 tested, 0.063% active. Potency, µM (series often up to 46.1 µM), for inactives: at the highest dose growth rescue, hits mostly activators. yeast expressing A-beta42, growth rescue, OD600, 48 h; response scale: 0% DMSO, 100% iron-clioquinol control. AID 1347071; further: potency means the concentration at half of the fitted maximal effect; nearly all actives have a fitted effect of over 55% in size
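Yeast A-beta toxicity model in growth medium with pinned compounds, 48 h at 30 C; growth read as absorbance at 600 nm. Normalized to FeCl3/clioquinol equimolar mix (positive) and DMSO (negative).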
aSyn yeast inh = inhibitors of alpha-synuclein toxicity in yeast; Yeast expressing alpha-synuclein, growth rescue, BacTiter-Glo, 24 h; Potency, µM (series often up to 46.1 µM), without a hit: at the top dose growth rescue (activation), most hits filed as activators; AID 652106; 370,000 tested, 0.14% active; further: potency means the concentration at half of the fitted maximal effect; % of control where 0% means no effect; nearly all actives have a fitted effect of over 65% in size
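Rescue of yeast growth: cells expressing toxic alpha-synuclein, induced in galactose at OD600 0.02, incubated with compound 24 h at 30 C. ATP luminescence quantified growth; inhibitors of toxicity appear as activators.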
PTHR1 agonist = PTHR1 (human) receptor agonism; Potency, µM (top dose mostly 115 µM), without a hit: at the highest dose activation, hits mostly activators; Q03431; HEK293 GP2 PTHR1 cells, GloSensor cAMP luminescence, 1 h; 410,000 tested, 0.075% active; further: potency means the concentration at half of the fitted maximal effect; nearly all actives have a fitted effect of over 55% in size; some results filed as inactive show a strong effect at the top dose; inactives centre near -15; many of its hits are not listed in these tables
Target sequence (Q03431 whole entry, looked up): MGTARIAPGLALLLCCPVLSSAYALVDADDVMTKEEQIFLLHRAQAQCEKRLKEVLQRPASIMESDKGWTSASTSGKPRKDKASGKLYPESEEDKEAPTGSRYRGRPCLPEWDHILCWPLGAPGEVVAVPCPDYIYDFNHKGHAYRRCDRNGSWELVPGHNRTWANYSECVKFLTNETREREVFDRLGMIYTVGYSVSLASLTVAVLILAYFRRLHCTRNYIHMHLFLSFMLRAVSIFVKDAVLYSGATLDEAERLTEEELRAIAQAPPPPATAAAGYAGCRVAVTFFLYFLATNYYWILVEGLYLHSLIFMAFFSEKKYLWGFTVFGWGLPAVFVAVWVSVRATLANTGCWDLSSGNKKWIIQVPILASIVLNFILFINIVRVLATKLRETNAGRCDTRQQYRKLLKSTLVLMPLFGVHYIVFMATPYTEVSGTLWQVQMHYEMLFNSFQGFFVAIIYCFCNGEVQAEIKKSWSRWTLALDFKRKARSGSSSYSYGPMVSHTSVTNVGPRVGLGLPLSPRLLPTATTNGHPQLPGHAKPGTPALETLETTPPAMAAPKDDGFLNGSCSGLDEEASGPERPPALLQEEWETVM
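HEK-293-derived GP2 cells expressing PTHR1 and a GloSensor cAMP reporter, 3,000/well, plated overnight, given luciferin plus IBMX (each 0.5 mM as added) for 1 h at 37 °C, then compound for 1 h at 37 °C. Luminescence was read after 15 min at room temperature.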
DRD3 antagonist = antagonists of human D3 dopamine receptor; P35462; D3R cells, DiscoveRx beta-arrestin luminescence, antagonist mode; stronger effect = lower value; max response, negative = inhibition, %; 360,000 tested, 2.5% active; AID 652054; in the data active means max response below about -50%; inconclusive means no clear call, values can overlap the other calls; further: on the % scale 0 is the no-effect control and ±100 the full control effect; mostly tested at two doses, the higher about 12 µM
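Cells plated overnight at 1500 cells/well, then exposed to library compounds with dopamine controls for 90 minutes at 37 degrees C. DiscoveRx reagent added for 30–60 minutes at room temperature; luminescence read, quantitative HTS format.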
Starred values were filed as active, the others as inactive; i = inactive; ? = inconclusive; . = not tested or not shown; [ ] = dose if it differs, or a comment. Unless noted, the call rests on the fitted dose curve; in most records, active means well fitted curve in the direction sought with a large enough effect; inconclusive means small, poorly fitted or top-dose-only effect, or another doubt; inactive means no such curve, though single readings can be large; an effect the other way counts as inactive or inconclusive.

SMILES	GLP1R inv ag	pAkt inh	TDP-43 yeast inh	GLP1R ag	FUS yeast rescue	Abeta yeast res	aSyn yeast inh	PTHR1 agonist	DRD3 antagonist
Cc1cc(C)n2nc(C(=O)N/N=C/c3ccc(O)cc3)nc2n1	9%	i	-10%	12%	18%	-2%	-9%	i	3
C/C(=N\NC(=O)C(=O)Nc1c(C)n(C)n(-c2ccccc2)c1=O)c1ccc(Cl)s1	?	i	5%	4%	1%	12%	1%	-4%	15
CCCn1c(CCl)nc2cc(S(=O)(=O)N3CCOCC3)ccc21	5%	i	2%	3%	-4%	0%	1%	i	16
CCC1SC(=Nc2cccc(C)c2)NC1=O (stereo unspecified)	5%	i	-3%	-8%	16%	4%	0%	i	18
COc1ccc(-c2cnc(C(O)c3ccccc3)[nH]2)cc1 (stereo unspecified)	7%	i	12%	8%	-13%	-12%	1%	i	4
COC(=O)[C@H]1C[C@H](C(=O)O)[C@@H](C)C1(C)C	29%	i	?	-4%	1%	2%	-2%	5%	14
O=C(O)CCN1c2cccc3cccc(c23)S1(=O)=O	-2%	i	-14%	6%	10%	?	1%	i	-17
C[C@H](NC(=O)[C@@H]1CCCN1C(=O)[C@@H]1CCCN1C(=O)c1cccc(Cl)c1)c1ccccc1	12%	i	16%	-3%	2%	-10%	-1%	i	14
Cc1ccc2c(C(=O)CN3CCCC3)c(C)[nH]c2c1	7%	i	10%	0%	5%	2%	1%	-11%[57.5 µM]	19
CC(=O)Nc1ccc(CNc2nc3cc(-c4ccc(F)cc4)sc3c(=O)n2C)cc1	20%	i	25%	19%	-3%	-12%	-3%	-81%[inhibitor]	21
CC1CCCC(C)N1C(=O)COc1ccc(-c2nnco2)cc1 (stereo unspecified)	-18%	i	7%	-3%	7%	17%	4%	-33%[inhibitor][57.5 µM]	6
Cc1ccc(N(Cc2cccs2)C(=O)COc2cccc(C)c2)cc1	?	.	?	.	16%	-6%	.	-31%[inhibitor]	.
Cc1ccc(-c2nn3c(C)nnc3c3ccccc23)cc1S(=O)(=O)NCCN1CCOCC1	0%	i	-44%[inhibitor]	17%	15%	4%	1%	-16%	22
CC1(C(=O)NCc2cccc(Cl)c2)Cc2c(-c3ccccc3)ccnc2O1 (stereo unspecified)	?	i	?	18%	28%	13%	11%	i	7
CCc1ccc(N(C(=O)c2ccco2)C(C(=O)NC2CCCC2)c2cccnc2)cc1 (stereo unspecified)	15%	i	3%	5%	7%	-1%	0%	i	-13
CCN(CC)c1nc(NN)nc(Nc2ccc(C)c(Cl)c2)n1	?	i	13µM*	0%	30%	?	-9%	?	-79*
CN(c1ccc2nc3ccccc3c(=O)n2n1)C1CCCCC1	-82%	i	?	11%	5%	-20%	-13%	-49%[inhibitor]	15
Cc1ccc(/C=C/C(=O)O)cc1S(=O)(=O)NCCCO	7%	i	11%	-7%	-1%	19%	0%	i	-6
C/C(=N\NC(=O)NC1CCCCC1)C1CCCCC1	11%	i	17%	0%	.	1%	-12%	i	-13
CN(C)C(CNC(=O)C1CCN(S(=O)(=O)c2ccccc2C(F)(F)F)CC1)Cc1ccccc1 (stereo unspecified)	?	i	17%	0%	3%	9%	-1%	-2%	-28
COc1ccc(CNC(=O)C(c2ccncc2)N(C(=O)Cc2cccs2)c2ccccc2C)cc1 (stereo unspecified)	0%	i	-9%	-1%	22%	12%	12%	-14%[57.5 µM]	?
N#Cc1ccc(CN2CCN(C(=O)CNC(=O)Cc3cccc4ccccc34)CC2)cc1	-27%	i	-12%	7%	1%	-6%	-3%	-19%	1
Cc1cc(C(=O)N2CCN(c3ccccn3)CC2)c(C)o1	14%	i	-15%	8%	16%	10%	-3%	-11%[57.5 µM]	-10
Clc1cccc(CNc2ccn3nc(-c4ccco4)cc3n2)c1	?	i	16µM*	-1%	25%	24%	?	i	45
CC1=C(C(=O)OCCC#N)C(c2cc3c(cc2Br)OCO3)NC(=O)N1 (stereo unspecified)	15%	i	-18%	-3%	-14%	-7%	-5%	14%	-2
CC(C)c1ccc(S(=O)(=O)c2nnn3c2nc(N2CCCC2)c2sccc23)cc1	15%	.	20%	.	-24%	-6%	.	-9%	.
Cc1ccc(S(=O)(=O)n2c(C)nc3cc(C)ccc32)cc1	18%	i	18%	-5%	-13%	3%	1%	i	10
COc1ccc(NC(=O)CSc2nnc(-c3ccccn3)n2-c2ccccc2)cc1OC	17%	i	-21%	0%	31%	-21%	-10%	i	18
O=C(CN1NS(=O)(=O)c2ccccc2C1=O)Nc1ccccc1OC(F)F	-16%	i	-27%	0%	17%	3%	-1%	21%[57.5 µM]	?
CN1CC(=O)N(CC(=O)Nc2ccc(N(C)C)cc2)c2ccccc2C1=O	-18%	i	-10%	-8%	29%	5%	3%	i	9
COc1ccc(C2NC(=O)N(C)C3=C2C(=O)N(c2cccc(C(=O)O)c2)C3)cc1 (stereo unspecified)	17%	.	-14%	0%	5%	-24%	.	26%	.
CCOc1ccccc1NC(=O)N1CCC(n2nnc3cc(C)ccc32)CC1	?	i	?	1%	22%	9%	-1%	-11%	-18
CCn1c(SCC(=O)Nc2cc(C)on2)nnc1-c1ccc(S(=O)(=O)N2CCCC2)cc1	2%	i	19%	-7%	6%	19%	3%	-13%[57.5 µM]	25
COc1ccccc1N(C(=O)c1ccco1)C(C(=O)NC1CCCC1)c1ccncc1 (stereo unspecified)	5%	i	-2%	4%	12%	-15%	0%	-28%	4
CCCNC(=O)CS(=O)Cc1nc(-c2cccc(OC)c2)oc1C (stereo unspecified)	11%	i	14%	-3%	-20%	1%	5%	i	13
Cc1ccc(C)c(Cn2nnc(C(=O)NCc3ccccc3)c2N)c1	-4%	.	8%	.	6%	-18%	.	-18%	.
Cc1ccc(NC(=O)Cn2cncc2-c2ccc([N+](=O)[O-])cc2)cc1C	15%	i	10%	-17%	.	-3%	7%	-6%	-11
CCCNC(=O)c1cc(C2CCCN(S(=O)(=O)c3ccccc3)C2)on1 (stereo unspecified)	-29%	i	0%	12%	14%	-6%	-7%	-32%[inhibitor]	?
CNS(=O)(=O)c1cccc(C(=O)OCC(=O)/C=C2/N(C)c3ccccc3C2(C)C)c1	8%	i	-36%[inhibitor]	3%	?	-9%	2%	-26%	18
CC(C)(C)OC(=O)N(CCc1ccccc1)Cc1ccccc1OCc1cccc(NC(=O)C2CCCC2)c1	2.8µM*	i	-24%	-3%	-4%	-16%	3%	7%	-50*
COCCN(C(=O)c1ccco1)c1nc(-c2ccccc2)cs1	0%	i	?	2%	8%	-14%	12%	-41%[inhibitor]	2
CC1CN(C(=O)COc2ccc3ccccc3c2)CC(C)O1 (stereo unspecified)	0%	i	0%	0%	12%	10%	3%	i	6
COc1ccc(Cl)cc1NC(=O)CSC1=Nc2ccccc2C2=NC(CCC(=O)NCc3ccc(F)cc3)C(=O)N12 (stereo unspecified)	13%	.	8%	.	?	-16%	.	-17%	.
Cn1cc(CC(=O)Nc2cccc(C#N)c2)c2ccccc21	2%	i	13%	5%	?	19%	-2%	i	9
CCSc1ncc(/C=N/Nc2ccc([N+](=O)[O-])cc2)n1C	9%	i	28%	0%	-10%	20%	-17%	-15%	-2
CCOC(=O)C(Oc1ccc2c(-c3ccccc3)cc(=O)oc2c1)c1ccccc1 (stereo unspecified)	11µM*	i	3%	14%	?	15%	10%	-6%	3
CN(CC(=O)NC1CCN(Cc2ccccc2)CC1)S(=O)(=O)c1ccc(Cl)s1	?	i	-15%	-1%	-1%	-4%	6%[1.84 µM]	-56%[inhibitor]	-59*
COc1ccc(C2SCC(=O)N2c2nnc(C34CC5CC(CC(C5)C3)C4)s2)cc1 (stereo unspecified)	-14%	i	6%	-3%	-3%	8%	0%	i	-8

Another view of part of the listing above:
| mol | GLP1R inv ag | pAkt inh | TDP-43 yeast inh | GLP1R ag | FUS yeast rescue | Abeta yeast res | aSyn yeast inh | PTHR1 agonist | DRD3 antagonist |
| --- | --- | --- | --- | --- | --- | --- | --- | --- | --- |
| Cn1cc(CC(=O)Nc2cccc(C#N)c2)c2ccccc21 | 2% | i | 13% | 5% | ? | 19% | -2% | i | 9 |
| CCSc1ncc(/C=N/Nc2ccc([N+](=O)[O-])cc2)n1C | 9% | i | 28% | 0% | -10% | 20% | -17% | -15% | -2 |

The results go on:
SMILES	GLP1R inv ag	pAkt inh	TDP-43 yeast inh	GLP1R ag	FUS yeast rescue	Abeta yeast res	aSyn yeast inh	PTHR1 agonist	DRD3 antagonist
O=CNc1cc(-c2ccsc2)cn2c(-c3ccccc3)cnc12	13%	i	?	-4%	?	-28%	-8%	-5%	-22
OCCc1c[nH]c2cc(F)ccc12	6%	i	6%	6%	-19%	-14%	-6%	-19%	-6
COc1cccc2c1Oc1ncccc1N(C(=O)CCC(=O)NCc1ccccc1)C2	0%	.	6%	13%	5%	-12%	3%	-1%	8
Cc1cccc2cc(C3CC(c4ccco4)=NN3C(=O)CCC(=O)O)c(Cl)nc12 (stereo unspecified)	20%	i	-2%	-15%	3%	2%	-2%	i	-21
O=C(CCN1C(=O)COc2ccccc21)NCCN1CCc2ccccc2C1	0%	i	-7%	-6%	6%	2%	5%	i	-62*
O=C(CC1SC(N2CCCC2)=NC1=O)Nc1ccc(C(=O)NCCc2ccc(F)cc2)cc1 (stereo unspecified)	3%	i	-5%	2%	42%	18%	0%	i	5
Cc1ccc(S(=O)(=O)n2cc(-c3ccccc3)c3ccccc32)cc1	?	i	9%	17%	-3%	9%	1%	-13%	?
COCCn1c(SCC(=O)Nc2cc(C)on2)nnc1-c1ccco1	6%	i	3%	3%	13%	-4%	-3%	0%[57.5 µM]	-11

Only part of the results is shown; rates above refer to the full screens.
